Dengue-2 NS5 capping: Dengue-2 NS5 methyltransferase inhibitors, primary screen, biochemical, confirmation dose response (AID 588689). 340,000 compounds, 0.3% hits. inhibition, % at 25 µM; hits with a dose series show IC50 in µM. Dengue-2 NS5 methyltransferase capping enzyme assay, biochemical; higher % means a stronger effect; in the data active = a potency from the dose series; inconclusive = inhibition above about 29% without an active follow-up result
K1F lysis inhibition: inhibition of K1F phage lysis, E. coli UTI89, bacterial capsule biogenesis inhibitors, alamar blue (AID 488966). E. coli UTI89 K1F phage lysis, alamar blue, 2 h; higher % means a stronger effect. one-dose inhibition, % at 100 µM; IC50 in µM for titrated hits. 340,000 compounds, 0.02% hits;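 active = phage lysis inhibition, versus mean bacterial control, above a set limit; inconclusive = no clear call, values can overlap the other calls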;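 note: capsule biogenesis inhibitors block K1F phage lysis so surviving cells raise fluorescence; higher fluorescence means more inhibition of phage lysis; actives were called in the ten point dose series up to 300 µM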
NTR1 ag: NTR1-driven beta-arrestin-GFP spot formation – imaging, U2OS cells, high content, primary screen (AID 493036). P30989. agonist mode. activation, % at 20 µM. 330,000 compounds, 0.17% hits;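 active = activation at or above 40% of the spot to cytoplasm intensity ratio, with at least 20 cells analyzed; inconclusive = wells under 20 cells, flagged as cytotoxic or low count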;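 note: 0% = DMSO without peptide and 100% = 100 nM NTR1 peptide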
Target sequence (P30989 whole entry, looked up): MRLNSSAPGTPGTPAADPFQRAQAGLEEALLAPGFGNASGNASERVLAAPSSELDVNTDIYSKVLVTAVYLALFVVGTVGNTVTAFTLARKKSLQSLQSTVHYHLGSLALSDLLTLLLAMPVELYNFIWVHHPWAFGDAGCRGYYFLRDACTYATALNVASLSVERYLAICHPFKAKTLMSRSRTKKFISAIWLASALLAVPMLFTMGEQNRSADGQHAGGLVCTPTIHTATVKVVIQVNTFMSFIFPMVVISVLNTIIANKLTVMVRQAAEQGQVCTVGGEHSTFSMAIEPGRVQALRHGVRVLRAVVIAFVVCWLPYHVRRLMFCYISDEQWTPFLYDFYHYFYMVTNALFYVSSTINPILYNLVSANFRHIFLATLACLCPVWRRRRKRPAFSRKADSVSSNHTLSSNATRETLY
NTR1 ag cell count 20 µM: recorded beside NTR1 ag, whose call it bears; cell count; measured here: cell count, cytotoxicity flag
Dengue-2 NS5 capping pilot replicate: further read-out of Dengue-2 NS5 capping, marked with its call; inhibition, %; measured here: pilot screen replicate inhibition
Starred values were filed as active, the others as inactive; i = inactive; ? = inconclusive; [ ] = another dose, or the depositor's remark. Some of the compounds tested, so the mix of outcomes need not match the whole.

SMILES | Dengue-2 NS5 capping | K1F lysis inhibition | NTR1 ag | NTR1 ag cell count 20 µM | others
COc1ccccc1C(=O)OCc1cc(=O)n2ccsc2n1 | -5% | -0.2% | 1.1 | 67
CCOC(=O)[C@@H]1[C@H]2COc3ccccc3[C@@H]2N2C(=O)N(c3ccc(Br)cc3)C(=O)[C@]12C | 2% | -0.2% | -1.6 | 51
COc1cc(-c2noc(C)c2C(=O)NCCc2cccs2)cc(OC)c1OC | -3% | 2.6% | -1.0 | 59
CC(OC(=O)c1ccc2c(c1)OCO2)C(=O)NC1CCCCC1C (stereo not given) | -4% | 1.1%[50 µM] | -0.5 | 54
CCOC(=O)C1=CNS(=O)(=O)NC1c1ccc(OC(C)=O)cc1 (stereo not given) | 3% | 0.2% | -0.2 | 48 | Dengue-2 NS5 capping pilot replicate=4.5
Cc1ccc(C(=O)N[C@H](C(=O)Nc2ccc(N3CCOCC3)cc2)C(C)C)cc1 | -2% | 1.7%[50 µM] | 0.2 | 52
CCCCN1C(=N)N([C@@H](C)CN2CCC[C@H]2CN2C(N)=NC[C@@H]2Cc2ccccc2)C[C@H]1[C@H](C)CC | -6% | 0.9% | 0.6 | 54
CCN(c1ccccc1)S(=O)(=O)c1ccc2c(c1)OCCO2 | -1% | 0.4%[50 µM] | -1.3 | 63
COC(=O)c1ccc(COC(=O)CCNS(=O)(=O)c2ccc(C)c(C)c2)cc1 | -5% | 0.4%[50 µM] | -0.1 | 66
CCOc1ccc(C(=O)NC2C(=O)N3C(C(=O)O)=C(COC(C)=O)CSC23)cc1OCC (stereo not given) | 2% | 0.2%[50 µM] | 0.8 | 55
CCOc1ccccc1-n1nnnc1SCC(=O)NC(=O)Cc1ccccc1 | 7% | 0.1%[50 µM] | 0.5 | 54
COc1cc(CN(C2CC2)S(=O)(=O)c2ccccc2Br)cc(OC)c1 | -7% | 0.0% | 0.9 | 52 | Dengue-2 NS5 capping pilot replicate=-1.5
CC(OC(=O)CNC(=O)C1CCCCC1)C(=O)NCc1ccccc1 (stereo not given) | 2% | 1.1% | 5.9 | 58
C#CCOCCOCCOCCNc1nc(N2CCN(C(=O)[C@H](CCCCN)n3cc(CN)nn3)CC2)nc(N2CCN(C(=O)[C@H](CCC(=O)O)n3cc([C@@H](N)CCCCN)nn3)CC2)n1 | 0% | -0.1% | 1.1 | 53
O=C(NCC(c1ccc(F)cc1)N1CCOCC1)c1ccc(-c2ccccc2)cc1 (stereo not given) | 2% | -0.1%[50 µM] | -0.5 | 72
Cc1noc(C)c1C(=O)OCC(=O)Nc1ccc(N2CCOCC2)cc1 | 2% | 2.3%[50 µM] | 2.0 | 43
COc1ccc2c(c1)CCCC21NC(=O)N(CC(=O)N2CC(C)OC(C)C2)C1=O (stereo not given) | -4% | 0.7%[50 µM] | -0.8 | 64
CC(NC(=O)COC(=O)c1cc(=O)c2ccccc2o1)c1ccccc1 (stereo not given) | 2% | -2.9% | 3.6 | 58
c1ccc(Nc2cccc3ccccc23)cc1 | 4% | -0.4% | -2.1 | 62
O=C(Nc1ccccc1N1CCCC1)C1CCCO1 (stereo not given) | 3% | 0.7%[50 µM] | 0.2 | 56
COc1cc(-c2noc(C)c2C(=O)NCCc2ccccc2)cc(OC)c1OC | -9% | -0.1% | -0.5 | 61
Cc1ccc(S(=O)(=O)N2CCC[C@H]2C(=O)OCC(=O)N2CCc3ccccc32)cc1 | 0% | -0.2%[50 µM] | -1.8 | 92
CCc1ccc([C@H]2C(C(=O)O)=C[C@@H](C(C)(C)C)N2S(=O)(=O)c2ccc(C)cc2)cc1 | -8% | 0.0% | 1.4 | 69 | Dengue-2 NS5 capping pilot replicate=-4.0
COc1cccc(OC)c1C(=O)Nc1cccc(S(=O)(=O)Nc2ccccc2Cl)c1 | 3% | -0.1%[50 µM] | -0.7 | 56
O=C(NN=Cc1ccc(N2CCOCC2)s1)c1ccc([N+](=O)[O-])cc1 | 5% | 0.2%[50 µM] | -1.1 | 59
CC1CCCCC12NC(=O)N(CC(=O)NCc1ccccc1Cl)C2=O (stereo not given) | 3% | -1.4% | -2.1 | 47
O=C1Cc2cc(S(=O)(=O)N3CCNCC3)ccc2N1 | 1% | 5.9% | 1.1 | 59
COC(=O)[C@]1(Cc2ccccc2)N[C@H](c2ccc(SC3CCCCC3)c(OC)c2)[C@@H]2C(=O)N(C)C(=O)[C@@H]21 | 0% | 2.9% | 3.4 | 64
COc1cc(NC(=O)c2ccc(S(=O)(=O)N(C)c3ccccc3)cc2)cc(OC)c1 | -6% | 1.2% | -2.0 | 58
CC(C)(C)OC(=O)C[C@@H]1C/C=C\C[C@@H](CC(=O)N(CCO)Cc2ccccc2)C(=O)N2CCC[C@@H]2COC1=O | -8% | 0.5% | -1.6 | 68

Grouped by structure, the compounds so far containing a Cl atom (2)
SMILES | Dengue-2 NS5 capping | K1F lysis inhibition | NTR1 ag | NTR1 ag cell count 20 µM | others
COc1cccc(OC)c1C(=O)Nc1cccc(S(=O)(=O)Nc2ccccc2Cl)c1 | 3% | -0.1%[50 µM] | -0.7 | 56
CC1CCCCC12NC(=O)N(CC(=O)NCc1ccccc1Cl)C2=O (stereo not given) | 3% | -1.4% | -2.1 | 47

The listing continues.
SMILES | Dengue-2 NS5 capping | K1F lysis inhibition | NTR1 ag | NTR1 ag cell count 20 µM | others
COc1ccc(CNC(=O)COC(=O)CN2C(=O)C3CC=CCC3C2=O)cc1 (stereo not given) | 5% | 1.4% | 0.9 | 59
O=C(NCC(=O)N1CCN(c2ccc([N+](=O)[O-])cc2)CC1)c1ccco1 | -9% | 0.6% | 1.5 | 62
O=C(NC1CCCCC1)c1cccc2c1C(=O)c1ccc(-c3ccc(OC(F)(F)F)cc3)cc1S2(=O)=O | -10% | 0.6% | 7.4 | 58
CC(=O)Nc1ccc(S(=O)(=O)N(C)c2ccc(OCC(=O)Nc3ccccc3C(C)=O)cc2)cc1 | 2% | 0.7%[50 µM] | 7.8 | 66
O=C(CCCN1C(=O)NC2(CCCC2)C1=O)Nc1cccc(S(=O)(=O)N2CCOCC2)c1 | -4% | 1.1%[50 µM] | 0.8 | 60
O=C(NNC(=O)c1nc2ccccc2[nH]1)OCc1ccccc1 | 11% | -2.0% | -1.5 | 49
CCC(C(=O)Nc1ccc(N2CCOCC2)c(S(=O)(=O)Nc2ccccc2OC)c1)c1ccccc1 (stereo not given) | 3% | 2.4% | 2.4 | 54
Cn1cnnc1SCC(=O)NC1CC1 | 2% | i | -0.1 | 49
CN(CCN(C)C(=O)c1[nH]cnc1C(=O)Nc1ccccc1)C(=O)c1[nH]cnc1C(=O)Nc1ccccc1 | -9% | 1.2% | -1.0 | 45
CN(Cc1cccs1)C(=O)CN1CCN(S(=O)(=O)c2ccc3c(c2)OCCCO3)CC1 | 5% | 0.8%[50 µM] | 0.5 | 70
C[C@H](CO)N1C[C@H](C)[C@@H](CN(C)C(=O)Nc2ccccc2)Oc2c(NC(=O)c3ccncc3)cccc2C1=O | 0% | 0.2% | 0.0 | 60 | Dengue-2 NS5 capping pilot replicate=-6.7
Cc1noc(C)c1NC(=O)N(C)C[C@H]1Oc2c(NS(=O)(=O)c3cn(C)cn3)cccc2C(=O)N([C@H](C)CO)C[C@@H]1C | -5% | 1.3% | -2.4 | 77
C[C@]12C(=O)N(c3ccc(C(F)(F)F)cc3)C(=O)N1[C@H]1c3ccccc3OC[C@@H]1[C@H]2c1ccccc1 | -3% | 3.4% | 2.1 | 55
O=C(NOCc1ccccc1)c1cccc([N+](=O)[O-])c1 | -1% | 0.0% | 0.2 | 56 | Dengue-2 NS5 capping pilot replicate=4.2
COc1ccccc1N1CN(S(=O)(=O)c2ccc(C)cc2)c2nc3ccccc3nc21 | -4% | 2.6% | 0.1 | 51
Cc1cc(CNC(=O)COC(=O)C2CC3CCCC(C2)C3=O)cc(C)c1O (stereo not given) | -11% | 0.6%[50 µM] | -1.1 | 50
C=CC(C)(C)c1c2occc2c(O)c2ccc(=O)oc12 | 8% | 2.0% | 14 | 56
COc1ccccc1NC(=O)COC(=O)c1ccc2ccccc2n1 | 6% | 0.4%[50 µM] | -0.1 | 48
N#Cc1cccc(NC(=O)COC(=O)c2cc(S(=O)(=O)Nc3ccccc3Cl)ccc2O)c1 | -5% | 0.3% | 2.3 | 61
C=CC[C@H](CC(=O)N(CCO)Cc1ccccc1)C(=O)N[C@H](C)COC(=O)[C@@H](CC=C)CC(=O)OC(C)(C)C | -5% | 2.1% | -2.3 | 64
CC(C)(C)OC(=O)C[C@H]1C/C=C\C[C@@H](CC(=O)N(CCO)Cc2ccccc2)C(=O)N[C@@H](Cc2ccccc2)COC1=O | 2% | -2.7% | 2.6 | 65
CC(=O)c1ccc(-c2cccc(-c3cc(=O)oc4ccc(C(C)(C)C)cc34)c2)cc1 | -2% | 0.3% | 1.8 | 57 | Dengue-2 NS5 capping pilot replicate=1.2
Cc1noc(C)c1NC(=O)Nc1cccc2c1O[C@H](CN(C)C(=O)Nc1ccc3c(c1)OCO3)[C@@H](C)CN([C@H](C)CO)C2=O | -9% | 0.2% | 1.0 | 60 | Dengue-2 NS5 capping pilot replicate=-1.2
Cc1ccc(C)c(OCCC(=O)OCC(=O)NC(=O)NC2CCCCC2)c1 | -7% | ? | 13 | 58
O=C(CC1C[C@H](C(=O)N2CCCCC2)[C@@]2(CCc3ccccc3)c3[nH]c4ccccc4c3CCN2C1=O)NCCCn1ccnc1 (stereo not given in full) | -5% | 0.2% | 7.3 | 50 | Dengue-2 NS5 capping pilot replicate=1.5
O=C(COC(=O)CCN1C(=O)C2CC=CCC2C1=O)Nc1ccc([N+](=O)[O-])cc1 (stereo not given) | -3% | 0.3%[50 µM] | -2.5 | 43
O=C(NCc1cccc(C(F)(F)F)c1)c1cccc2c1C(=O)c1ccc(N3CCC(Cc4ccccc4)CC3)cc1S2(=O)=O | ? | 0.2% | -1.0 | 68
Cc1ccn2cc(C(=O)Nc3cccc(C(=O)NC4CC4)c3)nc2c1 | -13% | 1.3%[50 µM] | -0.9 | 54
Cc1ccccc1NC(=O)Cc1nc(COC(=O)c2ccc([N+](=O)[O-])cc2)cs1 | -12% | 1.5%[50 µM] | 3.8 | 59
O=C(C[C@@H]1C/C=C\CCCC(=O)OC[C@@H]2CCCN2C1=O)NCCO | 3% | 2.2% | -2.0 | 63
c1cncc(CNc2ncnc3ccc(-c4cccnc4)cc23)c1 | -2% | 0.4% | -1.8 | 58
Cc1cc(C)nc(SCC(=O)NNS(=O)(=O)c2ccc(C#N)cc2)n1 | -3% | 0.7%[50 µM] | 0.9 | 67
CC(C)(C)OC(=O)C[C@H]1C/C=C\C[C@H](CC(=O)N(CCO)Cc2ccccc2)C(=O)N[C@H](C(C)(C)C)COC1=O | 2% | -0.2% | -1.8 | 63
CC(=O)Nc1ccc(S(=O)(=O)N2CCSc3ccccc32)cc1 | -4% | -2.1% | -1.8 | 71
NC(=O)c1ccsc1NC(=O)CCS(=O)(=O)c1ccc(Cl)cc1 | -6% | -1.6% | 0.7 | 57

An excerpt from above in order of number of heavy atoms, lowest first.
SMILES | Dengue-2 NS5 capping | K1F lysis inhibition | NTR1 ag | NTR1 ag cell count 20 µM | others
NC(=O)c1ccsc1NC(=O)CCS(=O)(=O)c1ccc(Cl)cc1 | -6% | -1.6% | 0.7 | 57
c1cncc(CNc2ncnc3ccc(-c4cccnc4)cc23)c1 | -2% | 0.4% | -1.8 | 58
O=C(C[C@@H]1C/C=C\CCCC(=O)OC[C@@H]2CCCN2C1=O)NCCO | 3% | 2.2% | -2.0 | 63
Cc1ccccc1NC(=O)Cc1nc(COC(=O)c2ccc([N+](=O)[O-])cc2)cs1 | -12% | 1.5%[50 µM] | 3.8 | 59
CC(C)(C)OC(=O)C[C@H]1C/C=C\C[C@H](CC(=O)N(CCO)Cc2ccccc2)C(=O)N[C@H](C(C)(C)C)COC1=O | 2% | -0.2% | -1.8 | 63
O=C(NCc1cccc(C(F)(F)F)c1)c1cccc2c1C(=O)c1ccc(N3CCC(Cc4ccccc4)CC3)cc1S2(=O)=O | ? | 0.2% | -1.0 | 68

Screens (PubChem BioAssay)
